C diff HTS – blocks growth of Clostridium difficile; Clostridium difficile clinical isolate growth, OD600, 24 h; stronger effect = lower value; growth activity, negative = inhibition, % at 16 µg/mL (by protocol); AID 1259249; hit rate 0.25% among 86,000;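 active = mean growth activity at or below -80% and every replicate also at or below -80%; inconclusive = mean at or below -80% but some replicate above -80%; inactive = mean growth activity above -80%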;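 also: 0% = DMSO wells and -100% = levofloxacin 16 µg/mL wells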
Pf Dd2 growth – blocks growth of Plasmodium falciparum Dd2 parasites. P. falciparum Dd2 growth, SYBR Green, 72 h; stronger effect = lower value. activity change, % at 10 µM. hit rate 2.3% among 94,000. AID 1159554; in the data active = activity change below about -80%; inconclusive = no clear call, values can overlap the other calls
KDM4C inh – inhibitors of human demethylase GASC-1 KDM4C; GST-KDM4C 2-372, H3K9me3 peptide, LANCE TR-FRET; inhibition, % at 12.5 µM; hit rate 0.15% among 96,000; Q9H3R0;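 active = mean replicate inhibition above about 25%, with at least 55% of replicates also reaching it, limit read from the data, passing the limit was not always enough; inconclusive = only one of those two conditions met; inactive = neither condition met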
Target sequence (Q9H3R0 2-372 limits assumed): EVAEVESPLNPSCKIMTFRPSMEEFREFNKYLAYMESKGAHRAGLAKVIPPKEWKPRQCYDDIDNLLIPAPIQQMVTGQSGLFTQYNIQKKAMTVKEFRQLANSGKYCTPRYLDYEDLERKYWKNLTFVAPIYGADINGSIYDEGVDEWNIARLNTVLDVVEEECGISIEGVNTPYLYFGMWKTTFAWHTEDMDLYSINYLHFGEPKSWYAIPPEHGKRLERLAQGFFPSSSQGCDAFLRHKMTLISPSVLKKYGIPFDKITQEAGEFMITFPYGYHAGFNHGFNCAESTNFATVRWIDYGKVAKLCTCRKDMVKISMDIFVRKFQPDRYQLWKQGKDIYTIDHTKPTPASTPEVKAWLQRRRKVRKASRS
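Test system – GST-tagged GASC-1 (JMJD2C) catalytic fragment, aa 2-372 · Medium – HEPES buffer, pH 7.5, plus ascorbate · Reagent – H3K9me3 peptide with Fe(II)/2OG · Compound – one test concentration per compound · Timing – 30 min reaction, 60 min detection, RT · Technique – TR-FRET with Eu antibody and ULight streptavidin, EDTA stop · Read-out basis – inhibition from TR-FRET ratio decrease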
T cruzi growth – inhibitors of T. cruzi proliferation; inhibition, % at 8.34 µM; hit rate 5.9% among 77,000; T. cruzi beta-gal in NIH3T3, GalScreen luminescence, 90 h;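 active = mean inhibition above about 93%, with at least 55% of replicates each passing it, limit read from the data, passing the limit was not always enough; inconclusive = only one of those two conditions holds; inactive = neither condition holds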
An asterisk follows results filed as active; ? = inconclusive; . = no result given; & = joins results of further samples.

SMILES	C diff HTS	Pf Dd2 growth	KDM4C inh	T cruzi growth
CN(C)CC(=O)N[C@H]1CC[C@@H](CCNS(=O)(=O)c2ccccc2)O[C@@H]1CO	6	12	-0.1	.
CCC(=O)N1[C@@H](C#N)[C@@H](c2ccccc2-c2cccc(C)c2)[C@@H]1CO	9	-25	-1.4	.
CCCNC(=O)N1C[C@H]2[C@@H](c3ccccc31)[C@@H](CO)N2C(=O)NC(C)C	-5	7	-0.9	2
O=C(Nc1cccc(F)c1)N1CC(=O)N2[C@H](CO)[C@@H](c3ccc(C#CCC4CCCC4)cc3)[C@H]2C1	2	-28	-0.1	.
C[C@@H]1CN([C@H](C)CO)C(=O)Cc2cc(NS(=O)(=O)c3ccc(F)cc3)ccc2O[C@@H]1CN(C)Cc1ccc2c(c1)OCO2	-19	21	-1.3	86
Cc1noc(C)c1S(=O)(=O)N(C)C[C@@H]1Oc2ccc(N(C)C)cc2CC(=O)N([C@H](C)CO)C[C@H]1C	1	22	1.0	-28
CNC[C@@H]1Oc2cc(C#CCC3CCCC3)ccc2S(=O)(=O)N([C@@H](C)CO)C[C@H]1C	20	-61	0.6	?
C[C@H]1CCCCO[C@H](CN(C)S(=O)(=O)c2ccccc2)[C@@H](C)CN([C@@H](C)CO)C(=O)c2cc(NS(C)(=O)=O)ccc2O1	2	-39	2.5	-5
COc1ccccc1C(=O)Nc1ccc2c(c1)C(=O)N(C)C[C@H](OC)[C@@H](C)CN(CC1CC1)[C@@H](C)CO2	3	-36	1.9	-3
O=S(=O)(c1ccccc1)N1CC2(C1)[C@@H](c1ccccc1)[C@H](CO)N2CC1CC1	-2	-8	0.4	.
C[C@H]1CN([C@@H](C)CO)C(=O)c2cccc(NC(=O)c3nc4ccccc4s3)c2O[C@@H]1CN(C)C(=O)Nc1ccc(C(F)(F)F)cc1	11	-56	-0.4	82
CNC[C@H]1OCCCC[C@H](C)Oc2ccc(NC(=O)c3ccncc3)cc2C(=O)N([C@@H](C)CO)C[C@@H]1C	-4	-61	0.7	-1
O=C(N[C@H]1C=C[C@H](CC(=O)N2CCN(c3ccccc3)CC2)O[C@H]1CO)c1ccncc1	.	21	7.1	24
CC(=O)N1[C@@H]2c3ccc(C4=CCCCC4)c(=O)n3C[C@@H]2[C@@H](CO)[C@@H]1C(=O)Nc1ccccc1	0	-6	0.8	37
O=C(O)C[C@H]1C[C@@H]2c3cc(NC(=O)CC4CC4)ccc3O[C@@H]2[C@H](CO)O1	1	13	-0.9	-19
CN(C)CC(=O)Nc1ccc2c(c1)[C@@H]1C[C@H](CC(=O)NC3CCCC3)O[C@H](CO)[C@@H]1O2	.	-24	-0.4	-16
CO[C@@H]1CN(C)C(=O)c2ccc(NC(=O)c3ccccc3)cc2OC[C@@H](C)N(C(=O)CN(C)C)C[C@@H]1C	3	-5	2.5	.
C[C@H](O)C#Cc1cnc2c(c1)C(=O)N([C@H](C)CO)C[C@@H](C)[C@H](CN(C)C(=O)Nc1ccc(C(F)(F)F)cc1)O2	-2	-15	.	.
CN(C)CC(=O)Nc1ccc2c(c1)[C@H]1C[C@@H](CC(=O)NCc3ccccn3)O[C@@H](CO)[C@H]1O2	5	2	0.5	.
C[C@@H]1CN([C@@H](C)CO)C(=O)c2cc(C#C[C@@H](C)O)cnc2O[C@H]1CN(C)C(=O)CN1CCOCC1	-5	-18	-2.2	58
N#C[C@@H]1[C@H](c2ccccc2)[C@@H](CO)N1S(=O)(=O)c1cccc(F)c1	-20	0	-1.5	11
O=C(Cc1ccccc1)N1CC2(C1)[C@H](c1ccccc1)[C@H](CO)N2C(=O)c1cccnc1	4	1	0.8	.
CCCNC(=O)Nc1ccc2c(c1)OC[C@@H](C)N(C(=O)c1ccccc1F)C[C@@H](C)[C@@H](OC)CN(C)C2=O	.	-13	0.4	48
C[C@@H]1CN([C@H](C)CO)C(=O)Cc2cc(NS(C)(=O)=O)ccc2O[C@H]1CN(C)C(=O)Nc1cccc2ccccc12	3	-3	6.0	9
O=C(C[C@H]1CC[C@H](NC(=O)Nc2ccc(C(F)(F)F)cc2)[C@H](CO)O1)NCc1cccc(F)c1	-3	3	-1.1	13
CC(C)CC#Cc1cnc2c(c1)C(=O)N([C@@H](C)CO)C[C@@H](C)[C@@H](CN(C)CC1CCOCC1)O2	7	-11	-0.8	50
C[C@H]1CCCCO[C@@H](CN(C)CC2CCCCC2)[C@@H](C)CN([C@@H](C)CO)C(=O)c2cc(NC(=O)c3ccccc3)ccc2O1	5	?	-3.2	39
CN1C(=O)c2cc(NS(=O)(=O)c3ccc(Cl)cc3)ccc2OC[C@@H]2O[C@H](CC(=O)O)CC[C@H]21	-2	12	-2.5	-6
C[C@H](CO)N1C[C@H](C)[C@@H](CN(C)C(=O)Cc2ccncc2)Oc2cc(C#CC3CCCC3)ccc2S1(=O)=O	2	-85*	-2.3	122*
C[C@@H](O)C#Cc1ccc([C@H]2[C@@H](CO)N3CCCCN(C(=O)c4ccncc4)C[C@@H]23)cc1	-4	15	-0.1	23
O=C(C[C@H]1CC[C@H]2[C@@H](COC[C@@H](O)CN2CC2CCCC2)O1)NCc1ccc(Cl)cc1	13	-2	-1.0	.
O=C(Cc1cccnc1)N1CC(=O)N2[C@H](C1)[C@H](c1ccc(C3=CCCCC3)cc1)[C@@H]2CO	5	-4	0.5	.
Cc1noc(C)c1NC(=O)Nc1ccc2c(c1)CC(=O)N([C@H](C)CO)C[C@@H](C)[C@@H](CN(C)Cc1ccc(Oc3ccccc3)cc1)O2	-17	-4	-0.6	35
COc1ccc(S(=O)(=O)Nc2ccc3c(c2)C(=O)N([C@H](C)CO)C[C@H](C)[C@@H](CN(C)Cc2ccc(C(=O)O)cc2)O3)cc1	-2	10	0.3	76
C[C@@H]1CN([C@@H](C)CO)C(=O)Cc2cc(NC(=O)Cc3ccccc3)ccc2O[C@@H]1CN(C)C(=O)Nc1ccc(C(F)(F)F)cc1	2	9	-3.5	41
COCC(=O)Nc1ccc2c(c1)C(=O)N(C)C[C@H](OC)[C@@H](C)CN(Cc1cccc(F)c1)[C@@H](C)CO2	.	-56	0.6	8
COc1ccc(-c2ccc3c(c2)[C@H]2[C@H](CCN2S(=O)(=O)c2ccc(OC)cc2)[C@H](CO)N3C)cc1	-7	-37	-2.1	59
C[C@H](CO)N1C[C@H](C)[C@H](CN(C)C(=O)NC2CCCCC2)OCc2cn(nn2)CCCC1=O	0	2	1.3	1
CCCC#Cc1cnc2c(c1)C(=O)N([C@@H](C)CO)C[C@H](C)[C@@H](CN(C)Cc1ccc(F)cc1)O2	17	-13	2.6	10
COc1ccc2c3c(n(C)c2c1)[C@@H](CO)N(C(=O)Nc1ccc(F)cc1)CC31CCN(Cc2cccc(F)c2)CC1	25	-69	-4.3	.
CN(C)CC(=O)N1C[C@@H]2N[C@H](C1)C2c1ccc(-c2ccncc2)cc1 (some centres undefined)	-2&-4	-76&28	1.4&-0.9	.
CCN(C[C@H]1[C@@H](c2ccccc2)[C@H](CO)N1CC1CC1)C(=O)c1ccccn1	6	0	2.2	43
O=C(c1cccnc1)N1CC2(C1)[C@H](c1ccccc1)[C@H](CO)N2C(=O)C1CCC1	-3	-47	0.5	.
CO[C@@H]1CN(C)C(=O)c2ccc(NC(C)=O)cc2OC[C@@H](C)N(C(=O)C2CCC2)C[C@H]1C	2	3	1.6	15
Cc1ccc(-c2ccccc2[C@H]2[C@@H](C#N)N(S(C)(=O)=O)[C@@H]2CO)cc1	4	24	-0.7	.

Compounds from the list above that have a Cl atom:
SMILES	C diff HTS	Pf Dd2 growth	KDM4C inh	T cruzi growth
CN1C(=O)c2cc(NS(=O)(=O)c3ccc(Cl)cc3)ccc2OC[C@@H]2O[C@H](CC(=O)O)CC[C@H]21	-2	12	-2.5	-6
O=C(C[C@H]1CC[C@H]2[C@@H](COC[C@@H](O)CN2CC2CCCC2)O1)NCc1ccc(Cl)cc1	13	-2	-1.0	.

Full records from above. Order of screens: C diff HTS | Pf Dd2 growth | KDM4C inh | T cruzi growth
COc1ccc2c3c(n(C)c2c1)[C@@H](CO)N(C(=O)Nc1ccc(F)cc1)CC31CCN(Cc2cccc(F)c2)CC1 reads 25 | -69 | -4.3 | .
CO[C@@H]1CN(C)C(=O)c2ccc(NC(=O)c3ccccc3)cc2OC[C@@H](C)N(C(=O)CN(C)C)C[C@@H]1C reads 3 | -5 | 2.5 | .
O=C(Cc1ccccc1)N1CC2(C1)[C@H](c1ccccc1)[C@H](CO)N2C(=O)c1cccnc1 reads 4 | 1 | 0.8 | .
CN(C)CC(=O)Nc1ccc2c(c1)[C@@H]1C[C@H](CC(=O)NC3CCCC3)O[C@H](CO)[C@@H]1O2 reads . | -24 | -0.4 | -16
O=S(=O)(c1ccccc1)N1CC2(C1)[C@@H](c1ccccc1)[C@H](CO)N2CC1CC1 reads -2 | -8 | 0.4 | .

Next entries:
SMILES	C diff HTS	Pf Dd2 growth	KDM4C inh	T cruzi growth
C[C@@H]1CCCCO[C@H](CN(C)C(=O)c2ccccc2)[C@H](C)CN([C@@H](C)CO)C(=O)c2cc(NC(=O)NC3CCCCC3)ccc2O1	-4	-37	-0.3	10
C[C@@H]1CN([C@H](C)CO)C(=O)c2cc(C#CC3(O)CCCC3)cnc2O[C@H]1CN(C)C(=O)Cc1cccnc1	-3	63	-2.4	.
C[C@@H]1CN([C@@H](C)CO)C(=O)c2cc(-c3cccc(F)c3)cnc2O[C@@H]1CN(C)C(=O)c1cnccn1	-5	34	-2.5	-18
C[C@@H]1CCCCO[C@H](CN(C)C(=O)CCC(F)(F)F)[C@H](C)CN([C@H](C)CO)C(=O)c2cc(NS(C)(=O)=O)ccc2O1	-2	-4	0.5	107*
COc1ccc(CN2CC3(CN(C(=O)Nc4cccc(F)c4)C3)c3c([nH]c4cc(OC)ccc34)[C@H]2CO)cc1	5	-58	-1.1	.
CN(C)C(=O)C[C@H]1CC[C@H]2[C@H](COc3ccc(NC(=O)c4ccc(F)cc4)cc3C(=O)N2C)O1	-6	.	-1.5	-21
COc1ccc2c3c(n(C)c2c1)[C@H](CO)N(Cc1ccccc1)CC31CN(C(=O)C2CC2)C1	14	-52	1.2	.
C[C@H]1CN([C@@H](C)CO)C(=O)c2ccccc2-c2ccccc2CO[C@@H]1CN(C)Cc1ccc(C(F)(F)F)cc1	66	-26	-0.9	.
COc1ccc2c3c(n(C)c2c1)[C@H](CO)N(C)CC31CCN(C(=O)c2cccnc2)CC1	10	-2	-0.7	.
C[C@@H]1CN([C@@H](C)CO)S(=O)(=O)c2ccc(C#Cc3ccc(F)cc3)cc2O[C@@H]1CN(C)C(=O)CN(C)C	-2	-45	-1.4	39
C[C@H](CO)N1C[C@H](C)[C@@H](CN(C)Cc2ccncc2)Oc2c(NS(=O)(=O)c3ccc(Cl)cc3)cccc2C1=O	-3	11	-0.5	18
COc1ccccc1NC(=O)N1C[C@H]2[C@@H](c3ccccc31)[C@H](CO)N2C(=O)C1CCCC1	2	-5	-0.3	0
Cc1noc(C)c1S(=O)(=O)N(C)C[C@H]1OCCCC[C@H](C)Oc2ccc(NC(=O)NC(C)C)cc2C(=O)N([C@H](C)CO)C[C@@H]1C	-2	7	1.2	42
COc1ccccc1C(=O)Nc1ccc2c(c1)C(=O)N(C)[C@H]1CC[C@@H](CC(=O)NCc3ccc(Cl)c(Cl)c3)O[C@H]1CO2	5	-25	0.2	78
CN1CCN(C(=O)C[C@@H]2CC[C@H]3[C@@H](COC[C@H](O)CN3C(=O)Nc3ccc(F)cc3)O2)CC1	-1&-7	16	2.0	81
C[C@@H]1CN([C@H](C)CO)C(=O)c2ccccc2-c2ccccc2CO[C@@H]1CN(C)Cc1cccc(F)c1	3	-23	0.1	95
O=C(CN1CCOCC1)N1CC[C@H]2[C@H](CO)Nc3ccc(-c4ccccc4F)cc3[C@H]21	-2	5	-1.5	84
Cc1ccc(-c2ccc3c(c2)O[C@H](CN(C)C(=O)Nc2ccc(C(F)(F)F)cc2)[C@@H](C)CN([C@H](C)CO)S3(=O)=O)cc1	1	-24	1.2	61
Cc1noc(C)c1S(=O)(=O)N(C)C[C@@H]1OCCCC[C@@H](C)Oc2ccc(NS(C)(=O)=O)cc2C(=O)N([C@H](C)CO)C[C@H]1C	0	29	-0.9	-51
C[C@H](CO)N1C[C@H](C)[C@H](CN(C)C(=O)c2ccccn2)Oc2ncc(C3=CCCCC3)cc2C1=O	0	1	-0.3	58
C/C=C/c1ccc([C@H]2[C@@H](CO)N(C(=O)C3CCCC3)C23CN(S(C)(=O)=O)C3)cc1	2	-29	-0.5	.
COc1ccc(CN(C)C[C@H]2OCCCC[C@@H](C)Oc3ccc(NC(=O)NC4CCCCC4)cc3C(=O)N([C@H](C)CO)C[C@H]2C)cc1	-3	-72	-1.1	44
COc1cccc(S(=O)(=O)N2CCCCN3[C@H](CO)[C@@H](c4ccc(C#CC5CC5)cc4)[C@@H]3C2)c1	-13	3	-1.2	?
Cc1ccc(S(=O)(=O)N(C)C[C@@H]2Oc3c(NS(=O)(=O)c4c(C)noc4C)cccc3C(=O)N([C@H](C)CO)C[C@@H]2C)cc1	14	-30	1.3	34
